# RTF Ca sens inh: cardiac RTF calcium desensitization | AID 493244 | P19429+P45379 | inhibition, % at 7.15 µM | IANBD-labeled cardiac RTF, Ca2+ fluorescence | hit rate 0.12% among 340,000;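 active = inhibition above the mean inhibition of all tested compounds plus 3 SD, cut at about 17% in these data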;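 also: assay run at fixed EC70 calcium of 1.6 mM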
# V-ATPase pH: yeast V-ATPase proton transport regulation by pHLuorin. S. cerevisiae, pHLuorin cytosolic pH fluorescence. response, % at 10 µM. hit rate 0.37% among 350,000. AID 504577; in the data active = response mostly above about 7.3%, no sharp cut-off; inactive = mostly below about 5.4%; also: actives read high; inactives centre near 0; some compounds called inactive have numbers as strong as hits; reference of the scale not given here
# CAL-PDZ inh HTS: blocks peptide binding to the human CAL PDZ domain | inhibition, % at 24.9 µM | purified CAL PDZ, TMR-peptide fluorescence polarization, 1 h | Q9HD26 | hit rate 0.92% among 300,000;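 active = mean inhibition of at least 30% with at least half of replicates also reaching 30%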;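 also: 0% = DMSO neutral control and 100% = excess unlabeled competitor peptide PRC23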
# LANA DNA inh: inhibitors of KSHV LANA C-terminal domain DNA binding. MBP-C-LANA/FAM-LBS DNA binding, fluorescence polarization. hit rate 0.078% among 340,000. inhibition, % at 9 µM;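 active = highest replicate inhibition at or above 60% at 9 µM, even if other replicates fall short; inactive = all replicates below 60% inhibition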;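 also: 0% = neutral control wells and 100% = 4 µM acridine orange control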
# HTR5A ag ctr: activates human HTR5A in OPRM1-OPRD1 agonist counter-screen; HTR5A agonist assay, luminescence, cell-based; activation, % at 9.3 µM; hit rate 0.61% among 340,000; AID 504692; in the data active = activation mostly above about 9.5%, no sharp cut-off; inactive = mostly below about 7.6%;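 also: 0% = cells with vehicle only and 100% = reference agonist; strong numbers were not always called active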
# MOR-DOR inv ag: mu-delta opioid heterodimer inverse agonism. P35372+P41143. cell-based MOR-DOR heterodimer luminescence. inhibition, % at 9.3 µM. hit rate 0.21% among 340,000; in the data active = inhibition above about 22%, passing the limit was not always enough;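 also: 0% = cells with DMSO and 100% = wells without cells with DMSO; values of inactives mirror those of a sister screen read the other way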
# Target sequence (P35372 whole entry, looked up): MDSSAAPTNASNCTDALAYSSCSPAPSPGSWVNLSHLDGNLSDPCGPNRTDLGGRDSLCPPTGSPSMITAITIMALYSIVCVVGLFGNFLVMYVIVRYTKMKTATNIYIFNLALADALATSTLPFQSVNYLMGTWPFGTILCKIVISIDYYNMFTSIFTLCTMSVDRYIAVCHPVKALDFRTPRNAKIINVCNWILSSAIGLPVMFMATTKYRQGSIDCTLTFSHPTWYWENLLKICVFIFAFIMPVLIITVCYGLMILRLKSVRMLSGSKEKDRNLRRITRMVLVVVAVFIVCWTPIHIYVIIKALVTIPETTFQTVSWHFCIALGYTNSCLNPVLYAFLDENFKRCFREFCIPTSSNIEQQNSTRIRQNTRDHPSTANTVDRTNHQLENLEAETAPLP
# Target sequence (P41143 whole entry, looked up): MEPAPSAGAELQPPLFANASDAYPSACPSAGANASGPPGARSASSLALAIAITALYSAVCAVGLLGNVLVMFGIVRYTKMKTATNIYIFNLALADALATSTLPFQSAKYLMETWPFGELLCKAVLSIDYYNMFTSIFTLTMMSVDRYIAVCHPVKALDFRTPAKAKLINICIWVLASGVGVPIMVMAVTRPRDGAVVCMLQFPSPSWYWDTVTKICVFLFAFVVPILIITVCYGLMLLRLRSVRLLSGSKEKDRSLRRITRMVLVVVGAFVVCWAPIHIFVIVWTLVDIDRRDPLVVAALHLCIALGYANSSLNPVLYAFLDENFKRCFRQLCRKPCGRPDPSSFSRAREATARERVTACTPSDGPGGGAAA
# HTR5A inv ctr: counter-screen for OPRM1-OPRD1 inverse agonists: human HTR5A inverse agonism; P47898; HTR5A cell line, luminescence; inhibition, % at 9.3 µM; hit rate 0.083% among 340,000; in the data active = inhibition mostly above about 23%, no sharp cut-off; inactive = mostly below about 18%;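 also: 0% = cells with DMSO and 100% = no-cell wells with DMSO; some compounds called inactive have numbers as strong as hits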
# Keap1-Nrf2 PPI: inhibitors of human Keap1-Nrf2 protein-protein interaction | Q14145 | Keap1 Kelch-Nrf2 peptide fluorescence polarization, 1536-well | hit rate 0.15% among 340,000 | inhibition, % at 9.4 µM; in the data active = inhibition above about 12%;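 also: human Keap1 Kelch domain with fluorescein labeled Nrf2 9mer peptide probe; 0% = neutral control wells and 100% = peptide positive control; higher means more block of Keap1 binding to Nrf2 peptide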
# OPRM1-OPRD1 ag: OPRM1-OPRD1 heterodimerization agonism. P35372+P41143. cells, luminescence. activation, % at 9.3 µM. hit rate 0.3% among 340,000; in the data active = activation above about 18%;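 also: 0% = vehicle-treated cells and 100% = reference agonist; values of inactives mirror those of a sister screen read the other way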
# cardiac RTF act: cardiac RTF calcium sensitization; P19429+P45379; IANBD-labeled TnC RTF fluorescence at EC20 calcium; 0% EC20 calcium, 100% full calcium; activation, % at 7.2 µM; hit rate 0.24% among 340,000;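 active = activation above the mean over all tested compounds plus 3 SD, cut at about 30% in these data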;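 also: rise in fluorescence read as greater calcium sensitivity of cardiac thin filaments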
# Numbers without * were called inactive; x = no result given.
SMILES,RTF Ca sens inh,V-ATPase pH,CAL-PDZ inh HTS,LANA DNA inh,HTR5A ag ctr,MOR-DOR inv ag,HTR5A inv ctr,Keap1-Nrf2 PPI,OPRM1-OPRD1 ag,cardiac RTF act
O=C(NCc1cccc(F)c1)c1ccc(N2C(=O)Cn3c(cc4sccc43)C2=O)cc1,1,-1,-5,0.5,-5,17,12,-4,-2.8,-2
COc1ccccc1OCC(=O)NCc1n[nH]c(=O)c2ccccc12,-15,1,-1,0.4,-1,10,4,5,-1.6,-6
CC(C)C(=O)Nc1nnc(Sc2ccc(N(C)C)cc2)s1,3,0,0,-1.0,0,-35,10,-3,5.8,0
CN1CCC(=NNC(=O)C(=O)NC2CCCC2)CC1,-5,-1,0,-0.8,-3,15,6,0,-2.7,1
COc1cc(C(=O)N2CCC(c3nc(-c4cccnc4)no3)CC2)cc(OC)c1OC,-8,2,-6,1.2,0,6,14,-3,-1.1,6
c1ccc(-c2ccc(CN3C[C@@H]4C(c5ccccc5)C5(c6cccnc6)CC4(C5)[C@H]3c3ccccc3)cc2)cc1 (some centres not stated),-5,-5,-2,-0.5,3,-2,-22,-4,0.3,-2
O=C(COc1ccc2c(-c3ccccc3)cc(=O)oc2c1)NCCCN1CCOCC1,-1,2,-6,0.0,1,15,13,4,-3.0,-1
O=C(NCCCn1ccnc1)C(=O)NCc1ccccc1,1,-1,x,-0.3,7,7,-20,-5,-1.2,10
O=C(c1cn(-c2ccccc2)nc1-c1cccc([N+](=O)[O-])c1)N1CCCCC1,2,1,-4,0.2,3,10,5,-3,-2.0,3
O=C1CC(c2cccc(Cl)c2)c2cc3c(cc2N1)CCC3 (configuration not stated),9,-1,-20,3.4,2,-43,-6,-1,6.9,-3
c1ccc2n[nH]nc2c1,2,1,1,-1.4,2,5,-7,-2,-1.1,0
O=C(NCCN1C(=O)S/C(=C\c2ccccc2F)C1=O)C1CC(=O)N(Cc2ccccc2)C1 (configuration not stated),4,3,x,-0.6,0,16,13,-4,-4.1,-5
Nc1c(Br)cc(Br)c2c1C(=O)c1c(cccc1S(=O)(=O)O)C2=O,7,3,x,-0.2,-6,1,20,-2,-0.2,-5
Cc1ccc2c(=O)[nH]c(Nc3nc(C)cc(-c4ccccc4)n3)nc2c1,1,2,2,-2.0,-2,2,6,-2,-0.4,3
CC(C)N1C(=O)S/C(=C\c2ccc(-c3ccc(Cl)c(C(=O)O)c3)o2)C1=O,5,-4,-5,0.9,1,5,-3,-4,-0.9,1
COC(=O)C1CCN(C(=O)/C(C)=C\c2ccccc2)CC1,-3,3,x,-2.8,3,5,-15,-8,-0.9,1
C=CCN(c1nc(C)c(Br)c(OC)n1)S(=O)(=O)c1ccc(C)cc1,2,-2,x,3.4,-2,8,6,-2,-1.6,-1
CCOC(=O)c1c(NC(=O)/C=C/c2ccc3c(c2)OCO3)sc(C)c1CC,0,-2,-2,1.2,-1,5,4,-4,-1.0,-1
CC(Oc1ccccc1)C(=O)OCC(=O)NC(=O)NCc1ccco1 (configuration not stated),-9,0,-4,2.0,-1,4,5,-7,-0.7,-1
Cc1cccc(NC(=S)NCc2cccs2)c1C,-2,-3,-6,0.9,2,10,-17,1,-1.8,4
COc1ccc(-c2cn[nH]c2-c2ccc(O)cc2O)cc1OC,-7,-1,4,-1.3,3,4,-12,0,-0.8,4
O=C(Nc1cccc2nsnc12)C1CC(=O)N(c2ccccc2)C1 (configuration not stated),-5,0,-3,-0.1,-4,19,18,-5,-4.6,1
CC(C)CC(C(=O)NC(C)(C)C)N(Cc1ccccc1Cl)C(=O)c1snc(C(N)=O)c1N (configuration not stated),-7,5,-5,2.0,2,-66,-8,0,14,-9
Cc1cc(C)c2c(=N)c3ccccc3n(CCCCCCCCn3c4ccccc4c(=N)c4c(C)cc(C)nc43)c2n1,-3,-16,18,-35,-3,15,10,6,-3.0,-2
Cc1cc(C)nc(N(C#N)Cc2ccc([N+](=O)[O-])cc2)n1,-10,1,-5,-1.8,-4,6,10,6,-1.2,1
CC(=O)N(CCCN(C)C)Cc1ccccn1,-8,-3,-9,-1.8,-1,12,-5,-2,-2.4,5
Nc1nccnc1C(=O)OCC(=O)c1ccc[nH]1,-8,1,-3,-0.9,-4,10,10,-1,-1.5,-3
COC(=O)c1ccccc1NC(=O)NCc1ccc2c(c1)OCO2,-5,4,0,0.2,1,9,-9,-2,-1.7,-3
CCOC(=O)CC[C@H](NC(=O)Cn1cc(C)c(=O)[nH]c1=O)C(=O)OCC,-8,0,11,0.0,2,8,-7,-6,-1.8,-6
Cc1ccc(S(=O)(=O)c2nc(S(C)(=O)=O)sc2N2CCC(C)CC2)cc1,-6,3,-5,1.3,4,11,-14,-6,-2.1,1
N#C/C(=C\c1cccnc1)C(=O)Nc1ccc(S(N)(=O)=O)cc1,3,1,-2,-0.2,1,22,4,-3,-4.2,-5
CC(=O)N1c2ccc(S(=O)(=O)CCC(=O)O)cc2CC1C (configuration not stated),-9,0,-4,-0.7,7,15,-9,-1,-3.5,-6
Cc1ccc(-c2[nH]nc3c2C(c2ccoc2)C(C#N)=C(N)O3)cc1C (configuration not stated),-1,5,-4,0.7,3,7,10,-4,-1.2,-16
O=C(NN1C(=O)c2ccc3c4c(ccc(c24)C1=O)CC3)c1ccc(Br)cc1,1,-3,-2,-1.0,-2,-17,4,4,2.8,-4
Oc1ccc(/C=N/N=C/c2ccc(O)cc2)cc1,12,6,2,1.8,-3,1,8,-5,-0.1,-2
CN(C)S(=O)(=O)c1ccc(C(=O)Nc2ccc(CN3CCCC3)cc2)cc1,6,-6,-2,-1.1,0,10,0,-2,-2.0,1
O=S(=O)(c1ccc2ccccc2c1)N1CCOCC1,-1,-4,x,1.4,-4,3,9,-8,-0.4,1
O=C(Nc1ccccc1N1CCOCC1)c1ccncc1,-4,-1,-4,-0.4,6,6,-17,-2,-1.4,-2
CS(=O)(=O)N(CC(=O)N/N=C/c1cccs1)c1cccc(Cl)c1Cl,5,5,0,-0.1,-1,7,3,-1,-1.8,-3
O=C1C=C(c2ccc3cc[nH]c3c2)C[C@@H](c2ccc3c(c2)OCO3)C1,-4,3,-7,0.5,-1,4,-2,-5,-0.7,5
CC(=O)Nc1nc(COc2ccc3ccccc3c2)cs1,-2,7,-9,-0.2,3,-10,7,-5,1.9,1
Cc1ccc2c(c1)[C@H]1OCC[C@H]1[C@@H](c1ccncc1)N2,-11,3,x,-1.0,-2,9,6,-1,-1.8,4
Cc1ccc(C(=O)COC(=O)CCC(=O)Nc2cc(Cl)ccc2Cl)cc1[N+](=O)[O-],3,3,4,0.0,-13,52*,33,-1,-12,2
CCN1C[C@@H]2[C@@H]3C(=O)N(C)C(=O)[C@@H]3[C@](Cc3ccccc3)(C1=O)N2C(=O)c1ccc(C(C)(C)C)cc1,-3,0,0,-0.8,5,14,-13,6,-2.4,0
CN(C)/C=N/c1sc2c(c1C#N)CCC2,-3,-1,-4,1.4,4,-5,-7,0,0.9,4
C=CCN(CC=C)C(=O)c1c(OC)cccc1OC,7,-1,-4,-1.0,-2,4,8,-1,-0.7,2
Oc1cc(CNCc2ccccc2)c(O)cc1CNCc1ccccc1,-15,-4,-4,4.0,5,-7,-21,-1,1.3,5
O=C(NO)c1ccc(OC(F)F)cc1,-6,0,-2,0.1,-1,-11,1,-4,1.7,0
COC(=O)C(C)Sc1nc2c(cnn2-c2ccc(Cl)cc2)c(=O)[nH]1 (configuration not stated),-7,-3,-3,-0.6,0,15,1,-5,-3.3,2
O=C1c2ccccc2NC(c2cccc(O)c2)N1c1ccccc1 (configuration not stated),-3,1,-7,1.0,2,17,-7,0,-3.5,-3
COc1ccc(C(=O)OCC(=O)NC(C)CCc2ccccc2)cc1OC (configuration not stated),-3,1,21,-0.2,0,2,1,2,-0.4,3
COc1ccc(NC(=O)C2CCCC2)cc1S(=O)(=O)N1CCOCC1,-9,-1,-4,-0.6,-1,9,5,-2,-2.2,4
O=C(NCCCn1ccnc1)c1cccc(Cl)c1,-6,1,-3,1.2,-3,19,10,-2,-4.2,-2
COCCCN1CN(S(=O)(=O)c2cccs2)c2nc3ccccc3nc21,-19,-2,-5,0.1,2,5,-13,-4,-1.0,1
CCc1cc(=O)oc2c(C)c(OCC(=O)NCC3CCC(C(=O)O)CC3)ccc12 (configuration not stated),0,2,7,-0.4,-2,8,7,-3,-1.7,6
COC(=O)c1sccc1NC(=O)Nc1ccc(OC)cc1,-2,1,-3,0.1,-2,15,13,0,-2.7,1
CCC1=Nc2cc(C(=O)NCc3ccco3)ccc2Sc2ccccc21,4,-4,-5,-0.8,-2,8,7,-12,-1.3,-5
Oc1ccc(CN2CCN(c3ncccn3)CC2)cc1,-11,1,-3,6.2,-1,2,3,-2,-0.4,1
Cc1cccc(C(=O)NC2CCN(C(=S)NCc3ccco3)CC2)c1,0,-4,0,0.4,-3,13,9,-3,-2.3,2
O=C(O)CCc1ccc(-c2cccs2)n1NC(=O)c1ccccc1Br,-10,3,3,3.7,-4,9,11,-3,-1.6,6

# Compounds from the list above containing an aryl methoxy group:
SMILES,RTF Ca sens inh,V-ATPase pH,CAL-PDZ inh HTS,LANA DNA inh,HTR5A ag ctr,MOR-DOR inv ag,HTR5A inv ctr,Keap1-Nrf2 PPI,OPRM1-OPRD1 ag,cardiac RTF act
COc1ccccc1OCC(=O)NCc1n[nH]c(=O)c2ccccc12,-15,1,-1,0.4,-1,10,4,5,-1.6,-6
COc1cc(C(=O)N2CCC(c3nc(-c4cccnc4)no3)CC2)cc(OC)c1OC,-8,2,-6,1.2,0,6,14,-3,-1.1,6
C=CCN(c1nc(C)c(Br)c(OC)n1)S(=O)(=O)c1ccc(C)cc1,2,-2,x,3.4,-2,8,6,-2,-1.6,-1
COc1ccc(-c2cn[nH]c2-c2ccc(O)cc2O)cc1OC,-7,-1,4,-1.3,3,4,-12,0,-0.8,4
C=CCN(CC=C)C(=O)c1c(OC)cccc1OC,7,-1,-4,-1.0,-2,4,8,-1,-0.7,2
COc1ccc(C(=O)OCC(=O)NC(C)CCc2ccccc2)cc1OC (configuration not stated),-3,1,21,-0.2,0,2,1,2,-0.4,3
COc1ccc(NC(=O)C2CCCC2)cc1S(=O)(=O)N1CCOCC1,-9,-1,-4,-0.6,-1,9,5,-2,-2.2,4
COC(=O)c1sccc1NC(=O)Nc1ccc(OC)cc1,-2,1,-3,0.1,-2,15,13,0,-2.7,1
